High-throughput results deposited in PubChem by several laboratories.
SIAH1 antagonists – Siah-1 peptide-binding antagonists, primary screen, biochemical, fluorescence polarization, rhodamine-plectin, uHTS (AID 1817); 290,000 tested, 0.02% active; displacement, % at 20 µM; hits with a dose series show IC50 in µM; Siah-1 / rhodamine-plectin peptide fluorescence polarization; higher % means a stronger effect;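 active means displacement of at least 50% at 20 µM, with a fluorescence ratio check between 0.3 and a set limit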;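 further: plate controls were Siah plus tracer with DMSO for no effect and tracer alone without Siah for full effect; strong numbers were not always called active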
M1AAP inhibition – P. falciparum M1AAP inhibitors, biochemical, fluorogenic H-Leu-NHMec substrate, 1536-well (AID 1445); recombinant M1AAP, H-Leu-NHMec fluorogenic kinetic assay; higher % means a stronger effect; inhibition, % at 30 µM; hits with a dose series show IC50 in µM; 220,000 tested, 0.42% active;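 active means primary inhibition above the hit cutoff, then over 50% inhibition at one or more dose response concentrations, cut at about 23% in these data, passing the limit was not always enough; inconclusive means conflicting primary data, or primary hits not chosen for dose response; inactive means low primary inhibition, or under 50% at every dose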;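 further: plate controls were DMSO full reaction for no effect and no enzyme background for full effect; strong numbers were not always called active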
PMI inhibition – MPI inhibition at elevated mannose 6-phosphate – biochemical, fluorescence intensity, high mannose 6-phosphate, primary screen (AID 1220); recombinant PMI enzyme, coupled fluorescence intensity; higher % means a stronger effect; one-dose inhibition, % at 20 µM; IC50 in µM for titrated hits; 190,000 tested, 0.66% active
M17LAP inhibition – P. falciparum M17LAP inhibitors, primary screen, biochemical, fluorogenic H-Leu-NHMec substrate, 1536-well (AID 1619); recombinant M17LAP, H-Leu-NHMec fluorogenic kinetic assay; higher % means a stronger effect; inhibition, % at 30 µM; hits with a dose series show IC50 in µM; 220,000 tested, 0.38% active;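 active means compound inhibiting the enzyme by more than half at any dose during confirmatory dose-response retesting; inconclusive means strong single-dose inhibitors picked by rank but not retested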;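 further: plate controls were full reaction with DMSO carrier for no effect and no enzyme background for full effect; strong numbers were not always called active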
XIAP displacement – small molecules displacing peptide from XIAP – biochemical, IAP family, fluorescence polarization (AID 1018) | XIAP BIR domain, fluorescence polarization peptide displacement; higher % means a stronger effect | displacement, % at 20 µM, or IC50 in µM where a hit was titrated | 200,000 tested, 0.007% active; in the data active means displacement above about 50%; further: a part of the inactive calls stands beside numbers as strong as those of hits
Dynein cargo inh – blocks dynein driven cargo transport along microtubules. AID 1381. 3617.4 mouse cells, GR-EGFP nuclear translocation imaging; test concentration mostly 20 µM; stimulated with dexamethasone, 1 µM; hits give low values. z-score, hits read low. 220,000 tested, 0.47% active;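 active means plate z-score of nuclear minus cytoplasmic receptor signal below a set negative limit, without overly bright fluorescence or cell loss, cut at about -3.5 in these data, passing the limit was not always enough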;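 further: z-score of nuclear minus cytoplasmic ring GR-EGFP intensity difference per well; some compounds called inactive have numbers as strong as hits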
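Medium: Induction medium lacking tetracycline, stripped serum | Probe or stimulus: 1.0 µM final dexamethasone stimulus | Schedule: 48 h induction, then 1 h compound, then 30 min agonist, 37 °C | Signal: Automated 10x imaging of fixed Hoechst-stained cells | Evaluation: Per-cell GR-EGFP intensity, nucleus versus surrounding cytoplasmic ring, well-averaged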
LYP phosphatase – inhibitors of LYP phosphatase, biochemical, fluorescence intensity, uHTS (AID 1779) | recombinant LYP phosphatase, fluorescence intensity; higher % means a stronger effect | one-dose inhibition, % at 11.5 µM; IC50 in µM for titrated hits | 290,000 tested, 0.054% active;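 further: plate controls were vehicle with enzyme for no effect and no enzyme for full effect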
AID2073 – disruptors of CaV2.2 binding to Mint1 – biochemical, HTRF (AID 2073) | HTRF protein-protein interaction, Mint1-CaV2.2; higher % means a stronger effect | inhibition, % at 20 µM, or IC50 in µM where a hit was titrated | 290,000 tested, 0.19% active; in the data active means inhibition mostly above about 51%, no sharp cut-off; inconclusive means no clear call, values can overlap the other calls; inactive means mostly below about 53%; further: some results filed as inactive read as strong as hits
human PMI inhibition – inhibitors of human PMI, primary screen, biochemical, fluorescence intensity, coupled assay (AID 1209); one-dose inhibition, % at 20 µM; IC50 in µM for titrated hits; 190,000 tested, 0.42% active; purified PMI enzyme, coupled fluorescence intensity; higher % means a stronger effect;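 further: plate controls were DMSO vehicle for no effect and wells lacking substrate for full effect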
Dynein cargo inh cytoplasmic EGFP – recorded beside Dynein cargo inh, whose call it bears; z-score; measured here: cytoplasmic GR-EGFP intensity; hits give high values
Dynein cargo inh nuclear GR-EGFP – also measured in Dynein cargo inh; calls as there; z-score; measured here: nuclear GR-EGFP intensity;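 lower value marks the stronger effect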
Dynein cargo inh cell count – second read-out of Dynein cargo inh, no call of its own (marks repeat the call); z-score; measured here: cell count per field
* marks the source's active call; other numbers are inactive results; u = inconclusive; x = not tested or not shown. Unless noted, no stated cut-off is given here; in the data, active means inhibition above about 50%; inactive means the rest. Not a hit list; about 2.1% have a hit in one of these screens.

SIAH1 antagonists	M1AAP inhibition	PMI inhibition	M17LAP inhibition	XIAP displacement	Dynein cargo inh	Dynein cargo inh cytoplasmic EGFP	Dynein cargo inh nuclear GR-EGFP	Compound	Dynein cargo inh cell count	LYP phosphatase	AID2073	human PMI inhibition
1.0%	-4.0%	2.2%	-4.0%	-1.5%	-0.448	-0.149	-0.749	O=[N+]([O-])c1cccc(/C(=N/N=C/c2ccccc2Br)C23CN4CN(CN(C4)C2)C3)c1	-0.0235	-3.9%	-0.5%	6.1%
-6.5%	5.5%	-5.5%	-0.3%	-10.1%	-0.044	-0.208	0.667	CN(C(=O)c1ccccn1)c1nnc(-c2cccnc2)s1	0.0663	-3.3%	11.8%	-6.1%
1.9%	3.4%	9.0%	17.3%	-6.5%	-0.169	-0.109	0.054	COCCn1c(C)cc(/C=N/NC(=O)c2cccnc2)c1C	-0.364	5.7%	-3.7%	0.3%
-0.5%	2.6%	5.6%	-1.0%	-8.4%	0.895	-0.121	0.659	CCCCN1C(=O)C2C(c3ccc(OC)cc3O)NC(CC(C)C)(C(=O)O)C2C1=O (stereo unspecified)	-0.75	-2.5%	u	0.7%
-4.2%	-0.3%	14.2%	21.2%	-9.8%	0.54	-0.14	0.144	O=C1N(Cc2cccnc2)C[C@@H]2C[C@@H](c3cccc(OC4CCCC4)c3)N3CCC[C@@]123	-0.758	-3.5%	15.0%	6.3%
10.1%	18.5%	-93.5%	-53.8%	-5.2%	-1.3	0.611	-0.047	COc1ccccc1-c1ccc(/C=C2/C=C(CC(C)C)OC2=O)o1	1.02	11.7%	6.7%	-59.8%
-1.0%	-2.2%	5.4%	1.8%	-13.4%	-1.5	-0.402	-1.2	COc1cnn(-c2ccc(C)cc2)c(=O)c1Cl	1.84	-5.8%	-6.1%	-4.3%
2.2%	1.6%	-0.8%	10.4%	-5.9%	-0.456	-0.226	-0.417	COC(=O)Cn1cc(C#N)c2ccccc21	0.978	-6.0%	-5.3%	0.6%
8.0%	0.3%	11.4%	4.5%	-2.6%	0.255	0.0473	0.262	Cc1cc(C(=O)OC(C(=O)Nc2cccc(C(F)(F)F)c2)c2ccccc2)c(C)o1 (stereo unspecified)	0.314	-3.6%	11.2%	21.5%
-0.5%	1.1%	x	-0.7%	x	-0.969	-0.241	-0.515	CC(=O)c1ccc(NC(=O)COC(=O)CCc2ccc(S(=O)(=O)N3CCOCC3)cc2)cc1	0.667	-1.8%	-0.8%	x
3.8%	3.3%	19.0%	1.1%	-15.3%	0.347	0.0974	0.0444	CN(c1nc2c(c(=O)n(C)c(=O)n2C)n1CC(=O)c1ccccc1)C1CCCCC1	0.479	-2.1%	-2.2%	15.4%
0.8%	12.0%	13.7%	2.5%	1.3%	-1.03	-0.222	-0.211	Cc1ccc(-c2c(C)sc(=NC(=O)c3ccco3)n2C)cc1	2.25	-1.7%	8.5%	10.5%
0.3%	8.6%	15.4%	-3.5%	-4.3%	0.524	0.467	0.716	CCOC(=O)C1=C(C)Nc2ccccc2N=C1NC(=O)C(c1ccccc1)c1ccccc1	0.0101	9.8%	47.1%	14.3%
7.9%	13.4%	4.2%	7.2%	-2.1%	-1.24	-0.218	-0.457	COC(=O)CCCCCCCCCC[N+]1(C)CCCCC1	0.728	-5.7%	2.2%	28.0%
-4.6%	1.8%	4.2%	8.8%	-4.5%	-0.618	1.47	-0.282	O=C(CCC(=O)c1cccs1)NC1CCCCCC1	0.96	-4.8%	-1.4%	3.8%
-0.8%	9.7%	3.4%	-3.6%	-4.1%	0.709	-0.17	0.752	CN=C1S/C(=C\c2cc(C)n(-c3ccccc3F)c2C)C(=O)N1C	0.0641	0.6%	-4.1%	5.2%
-5.1%	8.4%	7.2%	-5.8%	3.6%	0.0946	-0.261	0.212	Cc1cc(-c2nn(-c3ccccc3F)cc2CN(C)CC(O)CO)c(C)s1 (stereo unspecified)	-0.0872	-1.1%	-9.1%	14.4%
2.5%	14.3%	10.1%	11.7%	-13.1%	-0.801	-0.228	-0.641	Cc1nc2sc(C(c3cccs3)N3CCC4(CC3)OCCO4)c(O)n2n1 (stereo unspecified)	1.29	-5.3%	6.1%	9.9%
-3.1%	-5.4%	3.5%	-17.1%	-3.6%	0.175	-0.143	-0.152	COC(=O)c1ccccc1NC(=O)N1CSC[C@H]1C(=O)OC	0.155	-8.8%	13.5%	4.2%
-4.8%	7.7%	-22.8%	-19.6%	-10.9%	0.757	-0.232	0.301	CC(=O)c1cccc(NC(=O)C(=O)c2cn(CC(=O)N3CCCCC3)c3ccccc23)c1	0.313	-15.2%	39.4%	-17.3%
1.9%	5.8%	-4.1%	-6.1%	-1.2%	0.906	0.126	0.681	CCOc1ccccc1NC(=O)CCS(=O)(=O)c1cccc2nonc12	0.302	-2.4%	11.3%	0.7%
-3.9%	18.3%	9.1%	6.3%	-7.3%	-0.606	-0.295	-0.375	C/C(=N\NC(=O)COc1ccc(C(C)(C)C)cc1)c1ccc2c(c1)OCCO2	0.63	3.1%	1.4%	19.0%
3.0%	-2.0%	8.6%	2.9%	-14.3%	0.956	-0.229	0.686	CC1(C)CC(=O)c2cc(NC(=O)c3ccccc3)c(=O)oc2C1	-0.439	1.9%	2.1%	4.9%
0.7%	4.8%	x	1.4%	x	0.894	-0.195	0.258	Cc1nn(Cc2ccccc2)c(C)c1/C=N/NC(=O)c1ccncc1	-1.06	0.5%	0.2%	x
-0.3%	2.3%	-9.9%	15.8%	-9.3%	-1.39	-0.165	-0.755	Cc1cc(C)c2sc(N(CCN(C)C)C(=O)c3c(F)cccc3F)nc2c1	1.21	0.2%	-2.7%	-9.9%
-1.7%	0.0%	-5.9%	5.9%	-6.2%	1.61	-0.187	0.884	Cc1cc(C)c(NC(=S)N(CCCN2CCOCC2)Cc2cccnc2)c(C)c1	-0.903	-1.3%	-31.7%	-4.1%
9.7%	3.5%	-57.3%	17.9%	-4.1%	0.554	-0.00536	0.576	Cc1ccc(NNC(=O)C(=O)N2CCCCC2)cc1	-1.49	-7.5%	-14.7%	-43.1%
36.7%	8.8%	8.0%	19.2%	-7.0%	0.414	-0.141	0.337	Cc1cccc(NC(=O)CSc2ccc(-c3ccco3)nn2)c1C	-0.604	7.1%	40.9%	11.1%
1.0%	-5.9%	3.2%	-8.5%	-3.1%	1.05	-0.143	0.539	CCc1c(C)c2cc(Cl)c(O)c(CN(C)C)c2oc1=O	-1.67	-83.6%	42.2%	5.6%
-0.9%	2.9%	3.4%	13.1%	0.8%	-0.575	-0.168	-0.0862	COC(=O)C(NC(=O)c1ccco1)(Nc1nc(C)cs1)C(F)(F)F (stereo unspecified)	0.0106	-3.0%	-6.8%	6.2%

Profiles, looked up by structure. Values in the order: SIAH1 antagonists | M1AAP inhibition | PMI inhibition | M17LAP inhibition | XIAP displacement | Dynein cargo inh | Dynein cargo inh cytoplasmic EGFP | Dynein cargo inh nuclear GR-EGFP | Dynein cargo inh cell count | LYP phosphatase | AID2073 | human PMI inhibition
Cc1nn(Cc2ccccc2)c(C)c1/C=N/NC(=O)c1ccncc1 across the screens: 0.7% | 4.8% | x | 1.4% | x | 0.894 | -0.195 | 0.258 | -1.06 | 0.5% | 0.2% | x
COC(=O)C(NC(=O)c1ccco1)(Nc1nc(C)cs1)C(F)(F)F (stereo unspecified) across the screens: -0.9% | 2.9% | 3.4% | 13.1% | 0.8% | -0.575 | -0.168 | -0.0862 | 0.0106 | -3.0% | -6.8% | 6.2%

(list continues)
SIAH1 antagonists	M1AAP inhibition	PMI inhibition	M17LAP inhibition	XIAP displacement	Dynein cargo inh	Dynein cargo inh cytoplasmic EGFP	Dynein cargo inh nuclear GR-EGFP	Compound	Dynein cargo inh cell count	LYP phosphatase	AID2073	human PMI inhibition
-3.5%	0.1%	-1.9%	11.0%	-8.7%	-0.306	-0.247	0.216	CN(CC(=O)Nc1cc(S(=O)(=O)N2CCOCC2)ccc1Cl)C1CCS(=O)(=O)C1 (stereo unspecified)	0.13	-2.0%	0.4%	-3.2%
8.0%	-2.4%	-6.2%	-5.2%	-0.8%	-0.216	-0.225	-0.439	CCOC(=O)c1ccc(NC(=O)c2cn(-c3ccccc3)nc2-c2ccncc2)cc1	0.21	0.4%	9.5%	0.7%
2.4%	-4.1%	1.9%	8.2%	-7.7%	-0.393	-0.15	-0.228	CC(C(=O)NC1CCCC1)N(C(=O)CS(=O)CC(=O)Nc1ccc(F)cc1)c1ccc2c(c1)OCCO2 (stereo unspecified)	0.368	-11.7%	-3.7%	5.6%
1.9%	-1.6%	5.6%	-7.3%	-3.3%	0.118	-0.231	0.494	CCOC(=O)c1ccccc1NC(=O)COC(=O)c1ccc(C)c(S(=O)(=O)N2CCOCC2)c1	1.32	-3.8%	-0.4%	6.5%
-0.5%	7.0%	6.8%	4.8%	-8.2%	-0.608	-0.357	-0.248	CCOC(=O)c1ccc(Nc2ncccc2[N+](=O)[O-])cc1	0.506	-2.4%	-7.2%	7.5%
-3.7%	6.1%	-0.3%	-3.1%	-5.3%	1.36	-0.0247	0.412	Cc1ccc2[nH]c(=O)c(CN(Cc3ccco3)C(=O)c3cccs3)cc2c1	-0.795	-2.6%	9.4%	-0.1%
6.3%	-0.1%	-6.2%	13.3%	-0.2%	-0.211	-0.266	0.347	O=C(CCSc1ccccc1)NCCSc1ccccn1	-0.574	-7.1%	23.0%	-7.2%
-2.9%	4.3%	3.4%	4.1%	1.8%	-0.581	-0.0263	-0.27	O=C(CCCC(=O)OCC(Cl)=C(Cl)Cl)Nc1ccccc1F	-0.0701	2.0%	0.0%	7.6%
1.8%	-4.7%	4.9%	-9.3%	-3.6%	-0.486	-0.303	-0.194	COC(=O)CN1C(=O)Nc2ccc(C)cc2C1c1ccccc1 (stereo unspecified)	0.598	-0.2%	37.3%	8.3%
